TRHR PAM: allosterically enhances the human TRH receptor | enhancement, % at 2 µM | 0.66% of 360,000 active | P34981 | AID 493056 | TRHR cells, fluo-8 calcium fluorescence, EC20 TRH enhancement; in the data active means enhancement above about 30%; further: 0% is about no effect
Target sequence (P34981 whole entry, looked up): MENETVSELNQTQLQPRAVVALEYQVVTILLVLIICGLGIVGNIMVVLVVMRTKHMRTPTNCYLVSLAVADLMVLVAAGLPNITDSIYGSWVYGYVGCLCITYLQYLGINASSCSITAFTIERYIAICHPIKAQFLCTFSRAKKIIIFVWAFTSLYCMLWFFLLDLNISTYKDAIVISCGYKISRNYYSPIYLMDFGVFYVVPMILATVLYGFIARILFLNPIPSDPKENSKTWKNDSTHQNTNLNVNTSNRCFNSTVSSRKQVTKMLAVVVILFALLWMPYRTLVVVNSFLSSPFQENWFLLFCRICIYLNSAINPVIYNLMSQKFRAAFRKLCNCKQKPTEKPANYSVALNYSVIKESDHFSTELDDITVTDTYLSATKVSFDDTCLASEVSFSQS
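TRHR-expressing cells loaded with fluo-8 calcium dye were read kinetically (ex 480/em 530) during compound addition, then stimulated with an EC20 of TRH (10 nM final). Enhancement of the Gq-mediated intracellular calcium response was scored.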
D1 agonist: agonists of human D1 dopamine receptor | HEK293 T-REx D1 cells, calcium flux, agonist mode | activation, % at 2 µM | 1% of 360,000 active | P21728; further: 0% is about no effect
Target sequence (P21728 whole entry, looked up): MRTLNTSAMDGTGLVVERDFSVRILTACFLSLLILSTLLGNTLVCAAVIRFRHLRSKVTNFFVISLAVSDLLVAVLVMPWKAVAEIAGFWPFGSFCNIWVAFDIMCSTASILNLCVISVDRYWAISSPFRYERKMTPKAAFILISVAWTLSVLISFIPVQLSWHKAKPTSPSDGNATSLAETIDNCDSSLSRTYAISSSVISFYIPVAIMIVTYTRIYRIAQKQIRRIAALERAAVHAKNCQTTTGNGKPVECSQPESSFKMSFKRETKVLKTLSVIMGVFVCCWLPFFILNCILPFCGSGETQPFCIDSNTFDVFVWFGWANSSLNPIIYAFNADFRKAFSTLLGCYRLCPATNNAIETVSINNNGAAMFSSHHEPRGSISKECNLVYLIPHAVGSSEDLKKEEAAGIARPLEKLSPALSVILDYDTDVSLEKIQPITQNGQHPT
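Inducible HEK293 T-REx D1 cells, force-coupled to calcium signalling, were plated at 4000 cells/well with tetracycline and held overnight at 30 C. After no-wash calcium dye loading, compound-evoked calcium rise over 180 s flagged agonists.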
RXFP1 antag: RXFP1 (human) relaxin receptor antagonism. Q9HBX9. HEK293-RXFP1, relaxin-stimulated cAMP HTRF, 30 min; active compounds read low. activity change, negative = inhibition, % at 57.5 µM. 0.59% of 350,000 active. AID 1259400;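 active means activity change of -60% or lower, but not beyond a set lower limit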; further: on the % scale 0 is the no-effect control and ±100 the full control effect
D1 potentiator: enhances dopamine response at the human D1 receptor; P21728; HEK293 TREx D1 cells, calcium flux, dopamine EC20 potentiation; potentiation, % at 10 µM; 0.036% of 360,000 active; AID 504651; in the data active means potentiation above about 30%; further: 0% is about no effect
D2 potentiator: positive allosteric modulators of human D2 dopamine receptor. P14416. HEK293 T-REx D2, calcium flux, EC20 dopamine potentiation. potentiation, % at 10 µM. 0.34% of 340,000 active. AID 485347;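 active means potentiation over 3 SD above the plate norm, cut at about 30% in these data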; further: 0% is about no effect
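Tetracycline-induced HEK293 T-REx cells force-coupled to calcium signalling expressed D2; compounds were pin-added after a 10 s baseline, read kinetically 180 s, then an EC20 dopamine challenge followed with a further 180 s calcium read.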
D2 ag: agonists of human D2 dopamine receptor. HEK293 T-REx D2 cells, calcium flux agonist mode. P14416. activation, % at 2 µM. AID 485358. 0.53% of 340,000 active;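 active means activation over 3 SD above normal in the single-dose calcium agonist read, cut at about 30% in these data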; further: 0% is about no effect
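Calcium-flux readout, 1 cycle/sec over 180 s following compound pin transfer, in inducible HEK293 Trex D2 cells (force-coupled); dopamine controls included. Positive calcium responses during this window marked compounds as potential agonists.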
D1 antag: blocks dopamine activation of the human D1 receptor | HEK293 TREx D1 cells, calcium flux, dopamine EC80; active compounds read low | activity change, negative = inhibition, % at 10 µM | 3.2% of 360,000 active; in the data active means activity change below about -30%; further: on the % scale 0 is the no-effect control and ±100 the full control effect
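Kinetic fluorescence of a calcium dye serves as the read-out. D1-expressing Hek293 Trex cells, induced overnight at 30 C, are exposed to compound for 180 s before an EC80 dopamine addition, then read 180 s further.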
D2 antagonist: antagonists of human D2 dopamine receptor; P14416; HEK293 TREx D2 cells, calcium flux, dopamine EC80; inhibition, % at 10 µM; 2% of 340,000 active; AID 485344; in the data active means inhibition above about 30%; further: 0% is about no effect
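Cells plated overnight at 30 C with tetracycline; no-wash calcium dye, 30–90 min RT; 10 s baseline; compound pinned; 180 s read; EC80 dopamine added; another 180 s read.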
TRHR agonist: agonists of human TRH receptor. P34981. TRHR cells, calcium flux fluo-8, FDSS agonist mode. activation, % at 2 µM. 0.18% of 360,000 active; further: 0% is about no effect
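Steps: seed TRHR cells overnight; add fluo-8 no-wash Ca dye, RT 30 min–1.5 h; record 10 s baseline; pin-transfer compounds; monitor fluorescence 1 cycle/s for the agonist window. Calcium increases flag candidate agonists.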
* = called active by the depositor; nt = not tested or not shown; & = joins results of further samples; ! = a repeat was not active. Unless noted, no stated cut-off is given here; in the data, active means activation above about 30%; inactive means the rest. Compounds were not picked by outcome, and some 7.3% of all compounds hit somewhere here.

SMILES	TRHR PAM	D1 agonist	RXFP1 antag	D1 potentiator	D2 potentiator	D2 ag	D1 antag	D2 antagonist	TRHR agonist
O=C(COC(=O)c1cc(Br)ccc1O)NCC1CCCO1 (configuration not stated)	-1	2	6	3	-9	0.7	7	13	-0.1
Cc1cccc(N2CCN(C(=O)C3(S(=O)(=O)c4ccc(Cl)cc4)CC3)CC2)c1C	4	5	-8	-3	-6	-0.5	-6	1	-0.2
CCN(C(=O)CCS(=O)(=O)c1cccc2nsnc12)c1cccc(C)c1	2&15	0&-3	1	-4&0	15&2	0.5&-0.5	-57*!	14	-0.3&-0.5
CN(C)CCCN(C(=O)c1ccc(S(=O)(=O)N2CCOCC2)cc1)c1nc2cc3c(cc2s1)OCO3	3	1	-4	-1	1	1.4	-1	7	0.8
CCOC(=O)c1cc(C#N)c(N2CCN(C)CC2)nc1-c1ccccc1	1	-1	-5	-2	3	-0.7	10	-13	-0.4
Cc1ccc2c(c1)C(=O)C(=O)N2CCCOc1ccccc1C	5	2	-8	-2	-1	-0.1	-21	-18	0.1
CCCc1cc(=O)oc2cc(OC(C)C(=O)NCCCn3ccnc3)ccc12 (configuration not stated)	0	0	-11	-2	7	-0.2	7	-1	0.0
COC(=O)Cc1csc(Nc2c(C)n(C)n(-c3ccccc3)c2=O)n1	7	0	-8	1	-24	0.3	4	4	1.0
CCSc1nc2ccccc2n1CCOc1ccccc1	-1	3	-15	-12	7	-1.5	10	2	0.1
COc1ccc(C2C(C#N)=C(N)Oc3n[nH]c(C)c32)cc1Cn1cc([N+](=O)[O-])cn1 (configuration not stated)	-5	0	12	-4	22	-0.3	-7	17	-0.1
Cc1ccc(S(=O)(=O)N2CCCCC2)cc1C(=O)N1CCN(c2ccccn2)CC1	2	-4	-11	0	-16	-0.3	-3	-9	-0.2
CC1(CCc2ccccc2)NC(=O)N(CC(=O)Nc2ccccc2C#N)C1=O (configuration not stated)	2	1	-4	-8	8	-0.2	4	-21	-0.3
CC(C)(C)c1cc(C(=O)NNC(=O)c2ccc(C(F)(F)F)cc2)no1	1	9	-2	1	11	0.2	-4	11	0.1
COc1cc(-c2c(C#N)c(N)nc(SCc3ccncc3)c2C#N)cc(OC)c1OC	2	8	-22	-3	-1	-0.4	-6	-5	1.0
COc1ccc(CCNC(=O)C(CCC(N)=O)NS(=O)(=O)c2ccc(Cl)cc2)cc1OC (configuration not stated)	1	0	4	0	3	0.7	-1	-9	-1.4
CCOc1ccccc1N1CCN(CC(O)COCc2cccs2)CC1 (configuration not stated)	2	1	-5	-3	-28	8.4	25	68*	-1.1

2 records picked at random from the list so far:
SMILES	TRHR PAM	D1 agonist	RXFP1 antag	D1 potentiator	D2 potentiator	D2 ag	D1 antag	D2 antagonist	TRHR agonist
CCSc1nc2ccccc2n1CCOc1ccccc1	-1	3	-15	-12	7	-1.5	10	2	0.1
COc1cc(-c2c(C#N)c(N)nc(SCc3ccncc3)c2C#N)cc(OC)c1OC	2	8	-22	-3	-1	-0.4	-6	-5	1.0

(cont.)
SMILES	TRHR PAM	D1 agonist	RXFP1 antag	D1 potentiator	D2 potentiator	D2 ag	D1 antag	D2 antagonist	TRHR agonist
CCOc1ccc(-c2nnc3ccc(SC(C)C)nn23)cc1	6	2	nt	-3	10	2.4	-42*	4	-1.5
Cc1ccc(CNC(=O)c2ccc(N(C)C)cc2)cc1	-22	4	-3	-3	8	-4.2	-11	-30	-1.8
CCn1c(-c2ccc(F)cc2)cnc1SCC(=O)N1CCCCC1C (configuration not stated)	4	3	nt	-4	19	0.3	-11	6	-0.4
NC(=O)c1ccc(NC(=O)Nc2ccc3c(c2)OCO3)cc1	4	2	-6	-2	20	0.2	-1	-5	0.5
CC(C)c1ccc(Nc2c(-c3ccco3)nc3ccccn23)cc1	-1	2	-35	0	-7	-1.1	-12	nt	-0.3
Cc1cc(N2CCCC2=O)ccc1S(=O)(=O)N1CCOCC1	0	9	-4	-3	2	-0.2	-15	21	1.7
Cc1nc2nc[nH]n2c(=O)c1NC(=O)c1c(-c2ccccc2Cl)noc1C	2	3	2	-11	-1	-0.9	-9	10	0.4
O=C1[C@@H]2C(c3cccnc3)=NO[C@@H]2C(=O)N1c1ccc(Br)cc1	0	6	-14	-4	15	0.9	-1	-7	1.0
COc1cccc(-c2c(C(=O)N/N=C(\C)c3ccco3)nnn2-c2nonc2N)c1	20	47*	4	2	9	9.2	34	9	5.0
COc1ccc(C2c3ccc4ccccc4c3Oc3ncn(Cc4ccco4)c(=N)c32)cc1OC (configuration not stated)	4	3	-3	-5	2	1.4	-9	-6	0.5
Cc1ccc(-n2ncc(C(=O)Nc3ccc4c(c3)OCCO4)c2C2CCN(C(=O)OC(C)(C)C)CC2)cc1	31*	1	-14	-5	-9	1.0	-12	nt	1.6
Cn1c(SCC(=O)c2ccc(O)c(O)c2)nnc1-c1cccs1	-4	4	-5	4	nt	nt	-4	nt	-0.1
COc1ccccc1NS(=O)(=O)c1cc(C)ccc1C	-14	-1	-11	-2	3	0.3	nt	5	-0.9
CCCCc1ccc(NS(=O)(=O)c2c(C)n(C)c(=O)n(C)c2=O)cc1	3	18	-13	3	-13	1.0	16	9	1.5
O=[N+]([O-])c1ccccc1-n1cnc2ccccc21	-8	0	-18	-6	-14	1.5	-6	5	-0.5
COc1ccccc1Nc1nc(Cl)c(C=O)s1	-3	10	-6	-1	-3	11	-6	0	5.9
Cc1cccc(N2C(=O)C(Oc3ccc(Cl)cc3Cl)C2C=O)c1C (configuration not stated)	4	6	-35	-4	-7	1.8	-8	-3	-0.1
COc1ccc([C@@H]2[C@@H]3C(=O)N(C(C)(C)C)C(=O)[C@@H]3[C@]3(Cc4ccccc4)C(=O)N(c4ccccc4)C(=O)N23)cc1	-4	1	nt	-9	nt	nt	4	nt	-0.1
Cc1ccc(CNc2ccc3c(c2)nc(C)n3C)cc1	-19	8	0	-3	-2	-3.7	-22	3	0.9
Cc1ccc(S(=O)(=O)CCC(=O)c2ccc(F)cc2)cc1	1	2	-1	7	nt	nt	-3	nt	-0.5
CCOc1ccc(NC(=O)C2CCCN(c3nnc(C)c4c(C)n(-c5ccccc5)nc34)C2)cc1 (configuration not stated)	6	2	-14	-1	2	nt	1	nt	-0.7
CN(Cc1ccco1)c1ncnc2ccc(-c3ccccc3Cl)cc12	9&0	18&2	nt	-10&-1	10	0.4	-40*!	-17	0.1&1.0
CCOC(=O)C1C(=O)NC(N2CCOCC2)=NC1C(C)C (configuration not stated)	-1	2	-14	-5	-7	0.6	14	15	0.8
CN(Cc1ccccc1)C(=O)Cn1c(=O)c2cccn2c2ccc(F)cc21	-5	7	-24	4	6	-0.3	-2	nt	1.0
COc1ccc(COC(=O)C2=C(C)NC(=O)CC2c2cccc(Cl)c2Cl)cc1 (configuration not stated)	-1	22	nt	2	nt	3.4	5	nt	1.5
Cc1ccc(OCC(=O)Nc2nonc2-c2ccc(Br)cc2)cc1C	2	-1	-6	0	5	0.9	6	nt	0.0
Cc1ccn(CC(=O)N2CCCC(Nc3ccc(F)c(F)c3)C2)n1 (configuration not stated)	-10	5	-1	-1	-8	-0.2	2	-11	-0.9
OC(CN1CCN(c2ccc(C(F)(F)F)cn2)CC1)c1ccccc1 (configuration not stated)	2	9	-4	-5	-14	1.0	8	5	2.1
Cc1ccc2oc3c(c(=O)c2c1)C(c1cccc(O)c1)N(Cc1ccccc1Cl)C3=O (configuration not stated)	11	1	-31	1	9	-0.4	-55*	nt	-0.4
Cc1ccc(C(=O)N2CCN(Cc3nc4sc5c(c4c(=O)[nH]3)CCCC5)CC2)cc1	1	0	3	-8	nt	0.4	-23	26	0.0
CCc1ccccc1NC(=O)COC(=O)c1cccs1	-3	-1	-1	-10	nt	-3.0	-16	-10	-0.2
CCN(CC)C(=O)c1ccc(S(=O)(=O)c2ccccc2)cc1	-2	7	-8	-2	13	0.2	-17	6	0.5
COc1ccc2c(c1)c1ncn(CCc3ccccc3)c(=O)c1n2C	2	5	-15	0	5	0.1	nt	10	-0.5
CCOC(=O)c1c(-c2ccc(C)s2)csc1NC(=O)c1cccs1	9	5	5	0	6	-0.5	0	4	0.5
C1CNC(C23CC4CC(CC(C4)C2)C3)=N1	6	-2	0	-4	-2	0.8	11	-9	1.2
CCCCc1nc2cc(C(=O)N3CCN(c4cnccn4)CC3)ccc2o1	-5	0	-15	1	-3	-1.0	-7	0	-0.6
NC(N)=NCCCc1cn(CC(=O)N2CCNCC2)nn1	-6	-3	nt	-2	10	-0.3	6	10	0.4
Cc1cc(NC(=O)Nc2cc(C)nn2-c2ccccc2)n(-c2ccccc2)n1	-11	1	-5	13	-1	-0.5	5	-11	0.0
CCOc1ccc(CC(=O)Nc2cccc(-c3nc4cccnc4s3)c2C)cc1	-1	4	13	1	-7	-0.6	-24	nt	-0.5
O=S(=O)(NC1=NCCCCCC1)c1cccs1	-3	0	-9	-3	3	0.6	-3	20	1.2
O=C(NNC(=O)c1cccc2ccccc12)c1ccco1	2	1	12	-4	-1	0.1	-4	nt	0.3

Limited to D2 potentiator, for four of the compounds above:
| Structure | D2 potentiator |
| --- | --- |
| Cc1ccc(CNC(=O)c2ccc(N(C)C)cc2)cc1 | 8 |
| CCOc1ccc(NC(=O)C2CCCN(c3nnc(C)c4c(C)n(-c5ccccc5)nc34)C2)cc1 (configuration not stated) | 2 |
| CC(C)(C)c1cc(C(=O)NNC(=O)c2ccc(C(F)(F)F)cc2)no1 | 11 |
| OC(CN1CCN(c2ccc(C(F)(F)F)cn2)CC1)c1ccccc1 (configuration not stated) | -14 |
